# Bioassay records deposited in PubChem BioAssay by National Center for Advancing Translational Sciences (NCATS).
# USP2a block = qHTS Assay for Inhibitors of Ubiquitin-specific Protease USP2a Using CHOP2 as the Reporter. Ubiquitin carboxyl-terminal hydrolase 2 (Homo sapiens), O75604. USP2 core, Ub-CHOP2 coupled fluorogenic reporter, 485/531. Potency, µM (series often up to 38.3 µM), without a hit: at the highest dose activity change, negative = inhibition, most hits filed as inhibitors. 330,000 tested, 0.01% active. AID 463254, 2010;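 further: potency means the concentration at half of the fitted maximal effect; plate controls were DMSO wells for no effect and full inhibition by NEM control for full effect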
# Target sequence (O75604 whole entry, looked up): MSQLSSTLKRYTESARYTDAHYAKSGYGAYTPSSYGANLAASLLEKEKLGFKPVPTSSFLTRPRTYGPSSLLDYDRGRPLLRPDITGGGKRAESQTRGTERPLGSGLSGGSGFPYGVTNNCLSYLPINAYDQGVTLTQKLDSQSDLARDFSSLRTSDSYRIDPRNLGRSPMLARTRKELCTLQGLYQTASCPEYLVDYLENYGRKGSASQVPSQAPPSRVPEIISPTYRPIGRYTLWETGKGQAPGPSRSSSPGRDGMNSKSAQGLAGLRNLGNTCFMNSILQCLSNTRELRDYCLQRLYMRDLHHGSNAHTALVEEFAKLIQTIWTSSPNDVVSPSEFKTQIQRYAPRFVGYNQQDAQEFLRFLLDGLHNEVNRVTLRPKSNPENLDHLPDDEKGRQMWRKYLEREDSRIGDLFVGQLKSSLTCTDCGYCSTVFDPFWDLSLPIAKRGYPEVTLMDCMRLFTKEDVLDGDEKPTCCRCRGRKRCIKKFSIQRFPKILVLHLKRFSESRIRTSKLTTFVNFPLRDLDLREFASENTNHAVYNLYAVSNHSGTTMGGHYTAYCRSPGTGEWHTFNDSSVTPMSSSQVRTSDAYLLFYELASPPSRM
#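 Cell-free coupled assay: 10nM USP2 core preincubated 30min RT with compound in Tris-HCl pH 8.0/CaCl2/CHAPS buffer, then 25nM Ub-CHOP2 and 25nM reporter substrate; fluorescence (Ex 485/Em 531) read after 60min RT, normalized to NEM inhibition, concentration-response curves fitted.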
# ASM inhibitor = Inhibitors of Secretory Acid Sphingomyelinase (S-ASM): qHTS. AID 504937, 2011. 340,000 tested, 0.006% active. placental ASM, HMU-PC fluorogenic substrate, 60 min. Potency, µM (series often up to 57.5 µM), for the others: top-dose activity change, negative = inhibition, actives largely listed as inhibitors; further: potency means the concentration at half of the fitted maximal effect
#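 Fluorogenic HMU-PC substrate (9 uM final) is turned over by placental ASM in 60 min at 37 C after a 10 min compound preincubation. Reaction ended by alkaline stop (pH 10), with fluorescence read at 386/447 nm.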
# GALK inhibitor = qHTS Assay for Inhibitors of Human Galactokinase (GALK). P51570. Purified GALK, Kinase-Glo residual ATP luminescence. Potency, µM (highest dose often 57.5 µM), for the others: at the top dose activity change, negative = inhibition, most hits filed as inhibitors. 270,000 tested, 0.007% active; further: potency means the concentration at half of the fitted maximal effect; on the % scale 0 is the no-effect control and ±100 the full control effect
#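 Human GALK (5 nM) with 35 uM ATP and 100 uM galactose in 20 mM HEPES pH 8.0, 5 mM MgCl2, 60 mM NaCl, 1 mM DTT, 0.01% BSA. After 1 h at room temperature, leftover ATP was read by Kinase-Glo Plus luminescence.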
# Menin MLL FP TR = qHTS Assay for Inhibitors Targeting the Menin-MLL Interaction in MLL Related Leukemias: Competition With Texas Red Labeled MLL-derived Mutant Peptide | Menin + Texas Red MLL mutant peptide, fluorescence polarization | Potency, µM (series often up to 61.6 µM), inactives show top-dose FP activity change, negative = inhibition, most hits filed as inhibitors | 270,000 tested, 0.23% active; active means well fitted inhibition curve with a large enough effect in the polarisation, with a control signal flat, not every such curve was filed as active; inconclusive means small, poorly fitted or top-dose-only effect, or effect the other way, or a change in a side signal; inactive means no such curve, though single readings can be large or run the other way; the % refers to the polarisation; further: potency means the concentration at half of the fitted maximal effect; % of control where 0% means no effect; many of its hits are not listed in these tables
# PKM2 act = qHTS Assay for Activators of Human Muscle isoform 2 Pyruvate Kinase; Pyruvate kinase PKM (Homo sapiens), P14618; purified PKM2, Kinase-Glo ATP luminescence, activation; response scale: 0% is enzyme alone, no compound; Potency, µM (highest dose often 57.5 µM), for the others: at the highest dose activation, most hits filed as activators; 260,000 tested, 0.34% active; AID 1631, 2009; further: potency means the concentration at half of the fitted maximal effect; on the % scale 0 is the no-effect control and ±100 the full control effect; nearly all actives have a fitted effect of over 55% in size
#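 Purified hPK-M2 (>95%) run at intermediate activity with 0.1 mM ADP and 0.5 mM PEP in 50 mM imidazole pH 7.2, KCl, MgCl2; 1 h room temperature. ATP formed read by Kinase-Glo luminescence; normalized to uninhibited and no-enzyme controls.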
# KCNH2 WT inh = qHTS for Inhibitors of KCHN2 3.1: Wildtype qHTS; Voltage-gated inwardly rectifying potassium channel KCNH2 (Homo sapiens), Q12809; U2OS, BacMam KCNH2, thallium flux FluxOr; hits give low values; activity change, % at 1.84 µM; 340,000 tested, 0.37% active;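 active means maximum activity change below -70%; inconclusive means maximum activity change between -70% and -50%; inactive means maximum activity change above -50%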; further: on the % scale 0 is the no-effect control and ±100 the full control effect
#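 U2OS cells were transduced with wild-type KCNH2 virus (2.03 x 10^8 / mL) for 4 h at room temperature, then cultured overnight at 37 C. Thallium flux was read with FluxOr dye. Rate constants were normalized to DMSO controls.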
# BCR signal inh = qHTS Assay to Find Inhibitors of Chronic Active B-Cell Receptor Signaling. Potency, µM (top dose mostly 46.1 µM), without a hit: at the top dose ratio change, negative = lower green/red ratio, usual class: inhibitors. 340,000 tested, 0.05% active. ABC-DLBCL IkBa-CBG/CBR reporter, luminescence ratio, 4 h; active means well fitted inhibition curve with a large enough effect in the signal ratio, with a control signal flat, not every such curve was filed as active; inconclusive means small, poorly fitted or top-dose-only effect, or effect the other way, or a change in a side signal; the % refers to the signal ratio;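 further: potency means the concentration at half of the fitted maximal effect; plate controls were basal doxycycline-induced cells for no effect and cells given 10 µM MG132 for full effect; MG132 reads +100%, hits lower the ratio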
#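 TMD8 ABC-DLBCL cells carrying doxycycline-inducible green luciferase fused to IkappaBalpha plus unfused red luciferase were exposed to compounds (up to 46 uM) for 4 hrs at 37C. Activity came from the overlap-corrected green/red luminescence ratio.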
# Eya2 inh = qHTS Assay for Inhibitors of the Phosphatase Activity of Eya2. Potency, µM (doses to about 76.9 µM), for the others: at the highest dose activity, negative = inhibition, actives largely listed as inhibitors. recombinant Eya2, OMFP fluorescence dephosphorylation (OMFP is methylfluorescein phosphate). 330,000 tested, 0.006% active. Protein phosphatase EYA2 (Homo sapiens), O00167; further: potency means the concentration at half of the fitted maximal effect; on the % scale 0 is the no-effect control and ±100 the full control effect
#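 Eya2 (0.2 uM) preincubated 10 min at ambient with compound, then OMFP substrate added at 50 uM; 10 min reaction in 50 mM HEPES pH 7.5, 50 mM NaCl, 5 uM MgCl2, 0.05% BSA, 1 mM DTT. Fluorescence read at Ex 485/Em 525 nm.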
# MBNL1-CUG inh = qHTS Assay for Inhibitors of MBNL1-poly(CUG) RNA binding | AID 2675, 2010 | TR-FRET MBNL1-His/biotin-(CUG)12 binding, 665/545 ratio | Muscleblind-like protein 1 (Homo sapiens), Q9NR56 | Potency, µM (series often up to 57.5 µM), inactives show top-dose activity change, negative = inhibition, usual class: inhibitors | 280,000 tested, 0.036% active; active means well fitted inhibition curve with a large enough effect in the signal ratio, with a control signal flat, not every such curve was filed as active; inconclusive means small, poorly fitted or top-dose-only effect, or effect the other way, or a change in a side signal; inactive means no such curve, though single readings can be large or run the other way; the % refers to the signal ratio; further: potency means the concentration at half of the fitted maximal effect; on the % scale 0 is the no-effect control and ±100 the full control effect
# Target sequence (Q9NR56 whole entry, looked up): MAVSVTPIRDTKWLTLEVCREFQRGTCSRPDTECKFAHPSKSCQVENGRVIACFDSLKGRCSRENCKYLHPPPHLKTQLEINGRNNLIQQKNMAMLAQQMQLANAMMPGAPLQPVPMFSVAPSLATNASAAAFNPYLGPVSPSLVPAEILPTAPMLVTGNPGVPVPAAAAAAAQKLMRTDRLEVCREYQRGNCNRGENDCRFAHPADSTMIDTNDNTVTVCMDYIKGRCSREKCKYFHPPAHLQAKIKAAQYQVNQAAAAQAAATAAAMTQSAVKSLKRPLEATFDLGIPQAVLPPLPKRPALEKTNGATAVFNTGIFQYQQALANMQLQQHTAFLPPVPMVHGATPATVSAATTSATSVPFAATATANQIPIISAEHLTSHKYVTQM
#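 His-tagged MBNL1 binding to biotinylated (CUG)12 RNA was measured by TR-FRET using terbium anti-His antibody (0.055 ng/ul final) and streptavidin-XL665 (5 nM final). Compounds were titrated 92 nM to 58 uM; 60 min at room temperature.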
# TSHR antag = Antagonists of the Thyroid Stimulating Hormone Receptor: HTS campaign. activity change, negative = inhibition, % at 11.5 µM. Thyrotropin receptor (Homo sapiens), P16473. 330,000 tested, 0.2% active. AID 504810, 2011. TSHR-expressing cells, TSH-stimulated cAMP HTRF, 2 h; hits give low values;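 active means activity change below a set negative limit, meaning inhibition stronger than a set level, cut at about -70% in these data; inconclusive means activity change between two set negative limits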; further: on the % scale 0 is the no-effect control and ±100 the full control effect
#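 Antagonism was scored as loss of TSH-driven cAMP in TSHR cells, stimulated with 4nM TSH (EC80) for 2 hours at 37 deg C and detected by homogeneous HTRF competition immunoassay.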
# Mito fusion act = qHTS Assay for Small Molecule Inhibitors of Mitochondrial Division or Activators of Mitochondrial Fusion. S. cerevisiae fusion-defective mutant growth rescue, CellTiterGlo 48 h. Potency, µM (doses to about 46.1 µM), inactives show at the highest dose growth rescue (activation), actives largely listed as activators. 320,000 tested, 0.23% active. AID 485298, 2010;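 further: potency means the concentration at half of the fitted maximal effect; % of control where 0% means no effect; nearly all actives have a fitted effect of over 45% in size; temperature-sensitive fusion mutants such as fzo1-1 at 37 °C on non-fermentable ethanol glycerol medium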
#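 Temperature-sensitive fusion-defective S. cerevisiae (e.g. fzo1-1, mgm1-5) were grown with compound in YPEG medium (3% ethanol, 3% glycerol) for 48 hours at 37C. Growth rescue was measured as viability by CellTiterGlo luminescence after 10 minutes at ambient.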
# Active calls of the source: *; i = inactive; ? = inconclusive; . = not tested or not shown; [ ] = dose if it differs, or a comment. Unless noted, the call rests on the fitted dose curve; in most records, active means well fitted curve in the direction sought with a large enough effect; inconclusive means small, poorly fitted or top-dose-only effect, or another doubt; inactive means no such curve, though single readings can be large; an effect the other way counts as inactive or inconclusive.
SMILES,USP2a block,ASM inhibitor,GALK inhibitor,Menin MLL FP TR,PKM2 act,KCNH2 WT inh,BCR signal inh,Eya2 inh,MBNL1-CUG inh,TSHR antag,Mito fusion act
NC(CC(=O)NC(c1ccccc1)(c1ccccc1)c1ccccc1)C(=O)O (stereo not drawn),-5%,2%,2%,7%,-1%,-1,-4%,1%,-12%,1,-3%
CCCCN(C)S(=O)(=O)c1ccc(C(=O)N=c2sc3cc(NC(C)=O)ccc3n2C)cc1,0%,77%[activator],-1%,1%,-3%,5,0%,-9%,?,4,0%
CCOc1ccc(C(CC(=O)O)NC(=O)COc2ccccc2OC)cc1OC (stereo not drawn),-14%,1%,-1%,-1%,-5%,1,-1%,-10%,-17%,-4,-1%
CCOc1ccc(NC(=O)C2CCCN(S(=O)(=O)c3ccc4[nH]c(=O)ccc4c3)C2)cc1 (stereo not drawn),0%,-4%,-1%,?,.,10,-7%,4%,9%,7,0%
CCC(=O)Oc1ccc2c(=O)c(-c3ccc4ccccc4n3)c(CC)oc2c1C,-5%,1%,-2%,-6%,-11%,-1,-6%,-8%,-9%,11,?
N#Cc1cc(-c2ccccc2)cnc1Sc1ccc(Cl)cc1,1%,-3%,0%,28%,-3%,-5,5%,1%,-7%,-12,7%
O=C(NCCc1ccccc1)c1ccccc1NC(=O)C1CC=CCC1C(=O)O (stereo not drawn),1%,7%,2%,-10%,-1%,13,2%,2%,-4%,-5,0%
O=C(C1CCC1)N1CCc2cc(S(=O)(=O)N3CCN(c4ccccn4)CC3)ccc21,3%,-3%,0%,-16%,1%,-3,-2%,-5%,1%,-2,26%
Cc1csc2ncc(C(=O)N(Cc3ccccc3)c3ccccn3)c(=O)n12,0%,3%,-2%,-18%,-5%,0,-2%,-24%,1%,-2,-2%
CCOC(=O)c1cnc(-c2ccccc2)nc1-c1ccccc1,-9%,0%,6%,5%,6%,i,?,-15%,.,2,6%
COc1ccc(OCCCC(=O)Nc2cccc([N+](=O)[O-])c2C)cc1,0%,0%,2%,-9%,-19%,-3,6%,-13%,10%,17,8%
Nc1cc(C(=O)OCC(=O)NCCCc2ccccc2)ccc1Cl,2%,6%,-2%,1%,.,0,-1%,-5%,2%,4,-1%
COc1ccccc1NC(=S)N(CCc1c(C)[nH]c2ccccc12)Cc1cccs1,-2%,-6%,-2%,?,0%,-2,?,2%,5%,5,27%
COc1ccc(-c2cc(C#N)nc(Cl)n2)cc1,-1%,107%[activator],-3%,.,7%,-6,?,?,13%,-16,-7%
N#Cc1c2c(c(NCCN3CCOCC3)n3c1nc1ccccc13)CCCC2,6%,291%[activator],0%,-24%,-2%,-15,8%,18%,14%,-13,3%
CC12CCC(=O)N1C(C(=O)Nc1nnc(SCc3ccc(F)cc3)s1)CS2 (stereo not drawn),-14%,4%,7%,-13%,10%,-1,0%,3%,-2%,-2,-4%
Cc1ccc(S(=O)(=O)/N=C2\C=C(Nc3cccc(C(=O)O)c3)C(=O)c3ccccc32)c(C)c1,-4%,4%,-13%,?,-21%,-1,?,-14%,?,?,-36%[inhibitor]
COC(=O)c1ccc(COC(=O)c2ccccc2OC)cc1,-1%,2%,2%,6%,-1%,6,?,2%,?,7,12%
COc1cccc(C(=O)O/N=C(\N)c2ccncc2)c1,0%,-2%,7%,-27%,-18%,47,?,12%,-8%,-8,-1%
COC(=O)C1=NN(C(=O)c2ccc(Cl)cc2)C(O)(c2ccccc2)C1 (stereo not drawn),1%,-9%,3%,-8%,-2%,-1,?,-23%,-10%,25,-1%
CCOc1ccc(N=Cc2c(O)cc(C)oc2=O)cc1,-1%,1%,0%,-1%,-1%,-2,11%,17%,3%,4,3%
CCC(C)C1C(C#N)=C(N)Oc2n[nH]c(-c3ccccc3)c21 (stereo not drawn),2%,-2%,3%,13%,2%,2,?,1%,0%,-28,-10%
COc1cc(C(=O)NCC(=O)n2nc(C)cc2C)cc(OC)c1OC,0%,-2%,1%,3%,2%,-5,1%,10%,2%,4,-2%
Cn1c(SCC(=O)N2CCCCC2)nc2c(c1=O)SCC2,1%,2%,-1%,.,0%,-7,?,1%,8%,17,-1%
CSc1ncccc1C(=O)OCC(=O)N(C)c1c(N)n(Cc2ccccc2)c(=O)[nH]c1=O,-1%,3%,.,.,.,-9,?,11%,.,1,-7%

# (listing goes on)
SMILES,USP2a block,ASM inhibitor,GALK inhibitor,Menin MLL FP TR,PKM2 act,KCNH2 WT inh,BCR signal inh,Eya2 inh,MBNL1-CUG inh,TSHR antag,Mito fusion act
COc1ccc2[nH]c(=O)c(CN(Cc3ccco3)C(=O)c3ccccc3)cc2c1,-7%,16%,5%,-12%,-2%,14,-1%,-4%,-13%,-8,0%
Nc1nc(SCC(=O)Nc2ccccc2Oc2ccccc2)n[nH]1,3%,3%,3%,6%,-2%,6,-3%,4%,3%,0,-6%
Cc1ccc2c(c1)cc(C(=O)N1CCN(c3ccccn3)CC1)n2C,0%,-1%,8%,-24%,0%,26,1%,?,0%,-5,3%
Cc1cc(C)n2c(SCC(=O)Nc3ccc(Cl)cn3)nnc2n1,0%,.,1%,?,-6%,.,5%,1%,-7%,20,1%
Cc1ccc(Cn2nnc3c(=O)[nH]c(C4CCN(S(=O)(=O)c5ccc(S(=O)(=O)NC6CC6)cc5)CC4)nc32)cc1,-14%,71%[activator],-1%,4%,13%,-7,?,-1%,-2%,22,4%
CCn1nc(C)c(Oc2ccccc2O)c1C,2%,5%,-2%,-2%,0%,-9,-7%,4%,-4%,-14,-2%
COc1cccc(-c2nnc(SCCOc3ccc4c(C)cc(=O)oc4c3)o2)c1,3%,8%,1%,-9%,-2%,9,2%,-23%,2%,-4,0%
CS(=O)(=O)N1CCN(C(=O)NC23CC4CC(CC(C4)C2)C3)CC1,0%,5%,3%,6%,-5%,-8,-1%,3%,10%,5,1%
CN(CC(=O)NCCc1ccc(S(N)(=O)=O)cc1)CC(=O)Nc1ccc(Cl)cc1,-1%,0%,.,.,.,-16,-3%,6%,.,-6,.
CCOc1ccc2nc(Cl)c(CN(C(C)=O)C3CCCCC3)cc2c1,0%,0%,0%,?,5%,-4,1%,-10%,0%,-2,?
Cc1ccc(C)c(S(=O)(=O)N2CCCOC2CNC(=O)C(=O)NCCc2ccco2)c1 (stereo not drawn),5%,-1%,-3%,.,2%,11,1%,13%,-2%,-26,5%
O=S(=O)(Nc1cccc(-c2nnco2)c1)c1ccc(Cl)cc1,-1%,-1%,0%,.,11%,1,-1%,-14%,-5%,-6,4%
CCOC(=O)c1sc(N/N=C/c2ccc(N(C)C)cc2)nc1C,-2%,i,-5%,?,0%,-1,5%,-26%,5%,-4,-4%

# The list is partial; the hit share may differ from the screen's.
